Source: PubChem (National Center for Advancing Translational Sciences (NCATS))
ATXN2 expr inh – inhibitors of ATXN2 expression. HEK-293 ATXN2-luciferase reporter, luminescence, 24 h. Potency, µM (highest dose often 57 µM), for inactives: top-dose activity change, negative = inhibition, actives largely listed as inhibitors. 0.72% of 360,000 active; note: potency is the fitted concentration of half-maximal effect; % is set by controls: 0 for no effect and ±100 for the full control effect; nearly all actives have a fitted effect of over 55% in size
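ATXN2-luciferase reporter cells (luciferase flanked by upstream and downstream ATXN2 gene portions) were treated 24 h at 37 °C with compounds at up to 57 uM. SteadyGlo luminescence gave expression; GF-AFC fluorescence gave viability.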
ATXN viability – cell viability loss in ATXN counter-screen. 0.49% of 400,000 active. S2 cells (HEK-293 line with an ATXN2-luciferase reporter) viability, CellTiter-Fluor protease fluorescence, 24 h. Potency, µM (titrated, usually from 56.7 µM), usual class: cytotoxic; note: potency is the fitted concentration of half-maximal effect; nearly all actives have a fitted effect of over 40% in size
MCF10A rerep – inducers of DNA re-replication in MCF 10A breast cells; MCF 10A DNA re-replication, Hoechst nuclear intensity, 48 h; Potency, µM (titrated, usually from 46.1 µM), for the others: at the top dose activity, positive = re-replication, actives largely listed as activators; 2.9% of 350,000 active; note: potency is the fitted concentration of half-maximal effect; % of control where 0% means no effect; nearly all actives have a fitted effect of over 50% in size
HT1080 IDH1KD tx – HT-1080 IDH1 knockdown cell toxicity (counter line). Potency, µM (highest dose often 46.1 µM), inactives show top-dose activity, negative = toxicity, actives largely listed as cytotoxic. HT-1080 IDH1 knockdown viability, ATP luminescence, 48 h. AID 686971. 2% of 360,000 active;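 note: potency is the fitted concentration of half-maximal effect; 0% = DMSO wells and -100% = cell-free medium wells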
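Assay cells: HT-1080 with IDH1 knockdown, 750 per well, RPMI/5% FBS. Exposure: 48 h at 37 °C following 2 h pre-incubation. Read: CellTiter-Glo luminescence; fitted concentration-response, curve class assigned.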
SW480 rerep – inducers of DNA re-replication in SW480 colon cancer cells; SW480 DNA re-replication, Hoechst DNA content imaging, 48 h; Potency, µM (series often up to 46.1 µM), for inactives: top-dose re-replication activation, most hits filed as activators; 1.8% of 340,000 active; note: potency is the fitted concentration of half-maximal effect; % of control where 0% means no effect; nearly all actives have a fitted effect of over 55% in size
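First, 250 cells per well were seeded. Next, compound or vehicle (23 nL) was pinned in, plates sat 48 hr at 37 C. Finally Hoechst was added for 40 min before fluorescence scanning.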
HT1080NT lethal – kills 2HG-producing HT-1080-NT fibrosarcoma cells; Potency, µM (doses to about 46.1 µM), for the others: top-dose activity, negative = less viability, most hits filed as cytotoxic; 1.6% of 360,000 active; HT-1080-NT fibrosarcoma viability, CellTiter-Glo ATP luminescence, 48 h;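 note: NT is the 2HG producing partner of a matched IDH1 knockdown line; potency is the fitted concentration of half-maximal effect; 0% = DMSO-treated cells and -100% = media-only wells without cells; nearly all actives have a fitted effect of over 55% in size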
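Luminescent CellTiter-Glo readout after 48 hours of compound exposure at 37 degrees C defined viability of HT-1080-NT cells. Activity was normalized to DMSO wells and cell-free media wells; concentration-response curves were fitted and assigned curve classes.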
KB-V1 MDR tox – kills drug-selected multidrug resistant KB-V1 cells; 3.4% of 400,000 active; Potency, µM (top dose mostly 46.1 µM), for the others: at the top dose activity change, negative = cytotoxicity, most hits filed as cytotoxic; AID 1347076; KB-V1 MDR cells viability, CellTiter-Glo, 72 h; note: potency is the fitted concentration of half-maximal effect; % is set by controls: 0 for no effect and ±100 for the full control effect; nearly all actives have a fitted effect of over 60% in size
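Following 72 h at 37 degrees C with compound, KB-V1 cell viability was read by CellTiter-Glo luminescence, medium being phenol-red-free DMEM plus 10% FBS; concentration-response parameters came from normalized, curve-fitted qHTS data.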
KB-3-1 cytotox – kills parental KB-3-1 adenocarcinoma cells. 1.4% of 400,000 active. Potency, µM (series often up to 46.1 µM), for the others: top-dose activity change, negative = cytotoxic, hits mostly cytotoxic. KB-3-1 viability, CellTiter-Glo ATP luminescence, 72 h. AID 1347075; note: potency is the fitted concentration of half-maximal effect; % is set by controls: 0 for no effect and ±100 for the full control effect; nearly all actives have a fitted effect of over 60% in size
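KB-3-1 cells, DMEM (no phenol red) + 10% FBS; compound by pin transfer, 72 h, 37 °C. Readout: CellTiter-Glo luminescence after 10 min. Data normalized, curve-fitted.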
IL-1B inflam inh – blocks inflammasome-driven IL-1 beta release; 4.7% of 360,000 active; AID 743279; activity change, % at 57.5 µM; THP-1 LPS/ATP IL-1B secretion, AlphaLISA, 16 h; hits give low values; in the data active = activity change below about -50%; inconclusive = mostly about -30% to -49%; note: % is set by controls: 0 for no effect and ±100 for the full control effect
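Secreted IL-1B measured by AlphaLISA bead assay after 16 h compound exposure of THP-1 cells; compounds (final up to 57.5 uM) added 1 h before LPS (250 ng/mL) and ATP (1.25 mM) stimulation; lower signal means less secretion.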
* marks the source's active call; other numbers are inactive results; i = inactive; ? = inconclusive; . = not tested or not shown; [ ] = remark or other dose. Unless noted, calls come from the whole dose curve; as a rule, active = well fitted curve in the direction sought with a large enough effect; inconclusive = small, poorly fitted or top-dose-only effect, or another doubt; inactive = no such curve, though single readings can be large; an effect the other way counts as inactive or inconclusive. This is a random part of the collection; 11% or so of the library scored in one or more.

SMILES	ATXN2 expr inh	ATXN viability	MCF10A rerep	HT1080 IDH1KD tx	SW480 rerep	HT1080NT lethal	KB-V1 MDR tox	KB-3-1 cytotox	IL-1B inflam inh
CC1CCN(C(=O)c2ccc(S(=O)(=O)Cc3ccccc3F)c([N+](=O)[O-])c2)CC1	0%	i	?	?	?	-14%	?	-19%	-117*
O=C(O)CCC(=O)Nc1ccc(Br)cc1C(=O)c1ccccc1	-9%	i	1%	-7%	27%	-3%	0%	17%	0
Cc1ccc(N2CCN(C3C(=O)Nc4ccccc4-n4nnnc43)CC2)cc1 (stereo unspecified)	.	.	.	-9%	.	-4%	?	14%	24
c1ccc2[nH]c(CCCCCc3nc4ccccc4[nH]3)nc2c1	2%	i	.	?	.	-28%	2%	0%	-4
O=C(COc1ccccc1Cl)Nc1cccnc1	13%	i	-25%	10%	-14%	16%	?	-3%	?
CC(=O)c1cn(CCCCCCCn2cc(C(C)=O)c(=O)[nH]c2=O)c(=O)[nH]c1=O	.	i	-29%	-1%	-4%	1%	3%	13%	0
O=C(COC(=O)/C=C/c1ccc([N+](=O)[O-])cc1)NCc1ccco1	4%	i	-2%	-3%	-3%	12%	-12%	-8%	-8
COC(=O)c1ccc(N=NNc2cccc(Br)c2)cc1	79%[activator]	i	?	-18%	0%	-25%	-3%	-3%	33
Cn1ccc2cc(S(=O)(=O)N3CCCC(C(=O)NCc4ccc(F)cc4)C3)ccc21 (stereo unspecified)	-7%	i	.	.	.	.	-12%	-6%	.
CCOC(=O)c1c(NC(=O)c2cc(-c3ccc(OC)cc3)on2)sc(C)c1C	9%	i	.	.	.	.	0%	11%	.
CC(C)c1nc(N2CCN(C(=O)c3ccccc3)CC2)c(C#N)c2c1COC(C)(C)C2	-31%	i	?	9%	17%	15%	?	?	-22
COc1ccc(CCNC(=O)c2cc([N+](=O)[O-])cc([N+](=O)[O-])c2)cc1OC	-4%	i	-2%	-1%	-4%	0%	-2%	2%	57
CCOc1ccc(C(=O)C(C)OC(=O)c2cnc(C)cn2)cc1 (stereo unspecified)	-7%	i	7%	0%	-84%[inhibitor]	4%	0%	12%	18
CCOC(=O)C1=C(C)N(C[C@@H]2CC[C@@H](Cc3ccc(-c4ccccc4)cc3)O2)C(=O)NC1c1cccc([N+](=O)[O-])c1 (stereo partly specified)	-12%	i	-38%[inhibitor]	-7%	?	-10%	-4%	0%	20
COCCCNC(=S)N1CCN(c2nc(-c3cccc(OC)c3)cs2)CC1	.	.	11%	-6%	1%	-7%	?	-22%	0
O=C(CN1C(=O)NC(Cc2ccccc2)C1=O)NC(=O)NC1CCCCC1 (stereo unspecified)	2%	i	2%	-1%	-7%	-1%	0%	?	-2
CC(C)n1nc(C(=O)OCC(=O)N(C)C2CCS(=O)(=O)C2)c2ccccc2c1=O (stereo unspecified)	-4%	i	2%	9%	-1%	2%	20%	0%	13
CCOC(=O)CSCc1c(C#N)c2ccccc2n1C	4%	i	3%	19%	10%	23%	12%	12%	9
CC(C)(C)OC(=O)NCCCC[C@H](NC(=O)c1[nH]cnc1C(=O)Nc1ccc(CNC(=O)OC(C)(C)C)cc1)C(=O)OC(C)(C)C	0%	?	4.1µM*	?	-6%	?	-9%	-16%	0
O=C1CSC(c2ccccc2F)N1 (stereo unspecified)	-7%	i	3%	16%	-4%	25%	4%	5%	-3
COc1cccc(-n2c(SCC(=O)OC(C)C)nnc2-c2cccnc2)c1	4%	i	-10%	0%	1%	9%	0%	-11%	2
CCOc1ccc(CCNC(=O)COC(=O)c2ccc(C)s2)cc1OCC	-6%	i	4%	0%	-2%	-1%	0%	2%	9
O=C(N/N=C/c1ccc(-c2ccc(Cl)c(C(=O)O)c2)o1)c1cc2c(ccc3ccccc32)o1	2%	i	21µM*	-24%	?	-15%	1%	8%	2
COc1ccccc1CNC(=O)c1ccc2c(=O)n(CCCN3CCCC3=O)c(=S)[nH]c2c1	-15%	i	10%	-5%	-17%	2%	-1%	-6%	-10
CCn1cc(S(=O)(=O)Nc2cc(F)ccc2C)cn1	-12%	i	0%	4%	2%	4%	0%	3%	25
CCO[C@H]1OC(C(=O)N2CCN(Cc3ccc4c(c3)OCO4)CC2)=C[C@@H](c2ccc(Br)cc2)[C@@H]1CCCO	?	?	?	?	-6%	?	-27%	-28%	?
O=C1NC[C@@H](CCCCN2C[C@H](Cc3ccc(O)cc3)N(CCc3ccccc3)C(=O)C2=O)N(CCC2CCCCC2)C1=O	18%	i	.	7%	.	12%	10%	13%	?
COc1ccc(CCN2C(=O)CC(Cc3ccc(C)cc3)C2=O)cc1OC (stereo unspecified)	-8%	i	?	-2%	1%	5%	?	-3%	18
O=C(COC(=O)C1=COCCO1)Nc1ncc(Cl)cc1Cl	0%	i	1%	13%	0%	10%	-3%	0%	5
Cc1nn(C)c(C)c1NS(=O)(=O)c1ccccc1	4%	?	2%	14%	-2%	18%	14%	10%	42
COC(=O)C1=C(C)N(CCCC(=O)O)C(=O)NC1c1ccccc1Cl (stereo unspecified)	-6%	i	18%	13%	-1%	27%	-7%	22%	15
COC(=O)c1cc(S(=O)(=O)NCCc2ccc(SC)cc2)c[nH]1	-21%	i	0%	-17%	-3%	-26%	-7%	-6%	-28
NC(=O)c1nc[nH]c1C(=O)Nc1cccc(NC(=O)c2cccc(C(F)(F)F)c2)c1	-25%	?	?	1%	8%	0%	?	15%	39
COc1ccc(-c2cnc(C)o2)cc1S(=O)(=O)Nc1ccc(C)c(F)c1	-11%	?	.	.	.	.	5.8µM*	5.8µM*	.
CC(C)(C)OC(=O)Nc1ccc([C@@H](NC(=O)OC(C)(C)C)C(=O)OC(C)(C)C)cc1	2%	i	-6%	9%	-5%	14%	0%	0%	16
COc1ccccc1NC(=S)NC(C)=O	-12%	?	-2%	0%	4%	3%	-1%	18%	0
O=C(CSC1=NS(=O)(=O)c2ccccc2N1)Nc1ccc(F)cc1	16%	i	-21%	-10%	-17%	-2%	1%	-2%	5
O=C(c1ccc2c(c1)OCCO2)N1CCN(c2ccc(C(F)(F)F)cn2)CC1	.	?	.	-1%	.	0%	6%	0%	5
CC(C)=C1SC(N2CCN(c3ccc(C)c(Cl)c3)CC2)=NC1=O	?	i	8%	9%	-135%[inhibitor]	19%	-26%	18%	25
C=CCOc1ccc2c3c(c(=O)oc2c1)CCCC3	-12%	i	25%	-2%	6%	-15%	0%	-1%	6
Cc1ccc(/C=C2\SC(=S)N(CCCC(=O)N3CCOCC3)C2=O)cc1	?	?	?	3%	?	-1%	3%	?	-66*
COc1ccc(C(C)(O)c2nc(-c3ccc(Cl)cc3)cs2)cc1 (stereo unspecified)	0%	i	.	?	.	?	?	?	21
CN1CCN(C(=O)N2CCNC2=O)CC1	90%[activator]	i	-1%	5%	2%	24%	21%	0%	0
CC1=C(C(=O)NCc2ccccc2F)C2(CCCCC2)OC1=O	-1%	i	.	.	.	.	1%	-6%	.
O=C(COC(=O)C1CC(=O)N(Cc2ccccc2)C1)Nc1ccccc1F (stereo unspecified)	-5%	i	-20%[9.22 µM]	-1%	-54%[inhibitor]	11%	12%	9%	1

Compounds from the list above that contain fluorine:
SMILES	ATXN2 expr inh	ATXN viability	MCF10A rerep	HT1080 IDH1KD tx	SW480 rerep	HT1080NT lethal	KB-V1 MDR tox	KB-3-1 cytotox	IL-1B inflam inh
CC1CCN(C(=O)c2ccc(S(=O)(=O)Cc3ccccc3F)c([N+](=O)[O-])c2)CC1	0%	i	?	?	?	-14%	?	-19%	-117*
Cn1ccc2cc(S(=O)(=O)N3CCCC(C(=O)NCc4ccc(F)cc4)C3)ccc21 (stereo unspecified)	-7%	i	.	.	.	.	-12%	-6%	.
O=C1CSC(c2ccccc2F)N1 (stereo unspecified)	-7%	i	3%	16%	-4%	25%	4%	5%	-3
CCn1cc(S(=O)(=O)Nc2cc(F)ccc2C)cn1	-12%	i	0%	4%	2%	4%	0%	3%	25
NC(=O)c1nc[nH]c1C(=O)Nc1cccc(NC(=O)c2cccc(C(F)(F)F)c2)c1	-25%	?	?	1%	8%	0%	?	15%	39
COc1ccc(-c2cnc(C)o2)cc1S(=O)(=O)Nc1ccc(C)c(F)c1	-11%	?	.	.	.	.	5.8µM*	5.8µM*	.
O=C(CSC1=NS(=O)(=O)c2ccccc2N1)Nc1ccc(F)cc1	16%	i	-21%	-10%	-17%	-2%	1%	-2%	5
O=C(c1ccc2c(c1)OCCO2)N1CCN(c2ccc(C(F)(F)F)cn2)CC1	.	?	.	-1%	.	0%	6%	0%	5
CC1=C(C(=O)NCc2ccccc2F)C2(CCCCC2)OC1=O	-1%	i	.	.	.	.	1%	-6%	.
O=C(COC(=O)C1CC(=O)N(Cc2ccccc2)C1)Nc1ccccc1F (stereo unspecified)	-5%	i	-20%[9.22 µM]	-1%	-54%[inhibitor]	11%	12%	9%	1
